Source: PubChem BioAssay (The Scripps Research Institute Molecular Screening Center)
OX1R antag-1 – antagonists of human orexin 1 receptor; 330,000 compounds, 0.43% hits; inhibition, % at 5 µM; O43613; CHO/OX1R cells, Fluo-8 calcium fluorescence, orexin A; AID 434989;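 active means inhibition above its plate's threshold, mean inhibition of all tested compounds on the plate plus 3 SD, cut at about 37% in these data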;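 further: 0% = orexin A challenge wells and 100% = SB-334867-A antagonist wells; not every result past the cut was called active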
Target sequence (O43613 whole entry, looked up): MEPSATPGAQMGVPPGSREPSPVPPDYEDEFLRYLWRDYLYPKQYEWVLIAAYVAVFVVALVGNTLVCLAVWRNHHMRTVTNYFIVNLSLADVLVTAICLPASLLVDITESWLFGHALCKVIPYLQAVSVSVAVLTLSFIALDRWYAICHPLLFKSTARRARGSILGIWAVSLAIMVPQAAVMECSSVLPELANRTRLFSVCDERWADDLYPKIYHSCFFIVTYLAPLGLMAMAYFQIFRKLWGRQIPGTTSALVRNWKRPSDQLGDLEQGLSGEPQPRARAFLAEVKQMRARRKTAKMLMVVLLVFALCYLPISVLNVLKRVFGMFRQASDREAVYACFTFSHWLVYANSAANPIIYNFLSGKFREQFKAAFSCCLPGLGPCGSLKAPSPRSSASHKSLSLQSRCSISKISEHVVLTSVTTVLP
OX1R antag-2 – OX1R (human) antagonism; O43613; OX1R-expressing cells, FRET antagonist read-out; inhibition, % at 6.6 µM; 330,000 compounds, 1.8% hits; AID 485270; in the data active means inhibition mostly above about 38%, no sharp cut-off; inactive means mostly below about 40%;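 further: 0% = agonist challenge alone and 100% = reference antagonist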
The depositor's hits bear a star. Random draw from the library; any-hit rate near 2.1%.

SMILES	OX1R antag-1	OX1R antag-2
Cc1ccccc1-c1ccc(=O)n(CC(=O)Nc2ccc(C(=O)N3CCCC3)cc2)n1	-18	29
O=C(NCCCn1ccnc1)c1ccccc1F	-4	10
CCNCCNC(=O)c1c(O)c2c([nH]c1=O)CCCC2	-28	6
Cn1nc(C(=O)Nc2ccc(Br)cc2)cc1C(=O)Nc1ccc(Br)cc1	5	2
CC(=O)Nc1ccc(CN2CCCC(CO)(Cc3ccccc3C)C2)cc1 (stereo unspecified)	-33	11
c1ccc(-n2c(Cc3cccnc3)nc3cnccc32)cc1	-12	7
C/C(N)=C(/C#N)C(=O)CSc1nc2scc(-c3ccc(F)cc3)c2c(=O)n1C	-25	0
O=C(Oc1cc2oc(=O)c3c(c2cc1Cl)CCCC3)c1cccs1	-9	9
COCCCN1C(=O)C(=O)/C(=C(/O)c2ccc(OCC(C)C)cc2C)C1c1cccnc1 (stereo unspecified)	1	6
CCCOc1ccc(C(=O)OCC(=O)NCCc2ccc(OCC)c(OCC)c2)cc1OC	-24	14
Cc1ccc(S(N)(=O)=O)cc1NC(=O)C(c1ccccc1)c1ccccc1	-1	9
CCCCNC(=O)c1[nH]c(C)c(C(C)=O)c1C	-4	14
CCCNC(=O)CN(c1ccccc1)S(=O)(=O)c1ccc(OC)c(OC)c1	-20	43
CCOc1ccccc1C(=O)Nn1c(C2CCC2)nc2ccccc2c1=O	-7	23
Cc1cc(Cl)c(OCCN2C(=O)NC(C)(C)C2=O)c(Br)c1	-19	0
Cc1ccc(-n2c(SCC(=O)N3CCN(c4ccccn4)CC3)nnc2N2CCCC2)cc1	-24	-2
CC1(C)Cc2c(c(=S)nc(-c3ccccc3)n2Cc2cccnc2)CO1	-21	6
S=C(NCc1ccccc1)NCc1cccc(CNC(=S)NCc2ccccc2)c1	12	11
CC(C)Cn1cnc2c1c(=O)n(CC(=O)NC(=O)NC(C)(C)C)c(=O)n2Cc1ccccc1	-37	4
O=C(Nc1cccc(C(F)(F)F)c1)NC1CCN(S(=O)(=O)c2ccc(F)cc2)CC1	-5	7
COc1ccc(CNC(=O)c2ccccc2NC(=O)C2=CSCCO2)c(OC)c1	-17	17
COC(=O)C1=C(C(=O)OC)[C@@H]2N(C)c3ccc(OC)cc3[C@@]23C[C@@H](C(=O)OC)N(S(=O)(=O)c2ccc(OC)cc2)C3=N1	-19	8
O=C(COc1ccccc1)NCC(c1cccs1)N1CCOCC1 (stereo unspecified)	-14	17
CC1=C(C#N)C(c2cccnc2)C2=C(CC(C)(C)CC2=O)N1 (stereo unspecified)	-29	12
CCOC(=O)c1cc(C(=O)OCC)c(=O)[nH]c1N1CCCC1	1	9
Later entries.
SMILES	OX1R antag-1	OX1R antag-2
CC(C)CCn1cnc2c(cnn2-c2ccc(F)cc2)c1=O	-22	10
O=C(O)c1nccnc1C(=O)Nc1ccccc1-c1ccccc1	-7	7
CCc1ccc(NC(=O)Cn2nnc(C(=O)NCc3ccc(OC)cc3)c2N)cc1	-2	1
CCCC(C(=O)O)N1C(=O)/C(=C/c2cccn2C)SC1=S (stereo unspecified)	-12	25
O=C(COC(=O)CC1CC2CCC1C2)Nc1cccc(S(=O)(=O)NC2=NCCCCC2)c1 (stereo unspecified)	-37	13
COc1ccccc1C1C(C#N)=C(N)Oc2cc(C)n(Cc3ccccn3)c(=O)c21 (stereo unspecified)	0	10
Cc1cc2c(SCC(=O)N3CCN(c4ccccc4)CC3)ncnc2s1	-14	19
CN1c2ccccc2C(C)(C)C12CC(c1ccc(S(=O)(=O)N3CCCCC3)cc1)=NO2 (stereo unspecified)	-36	-2
O=C1C2C3C=CC(C4CC34)C2C(=O)N1/N=C/c1ccc(-c2ccccc2[N+](=O)[O-])o1 (stereo unspecified)	-23	60
CC#CC(=O)N1CCC(CCc2ccccc2)(C(=O)OCC)CC1	-13	13
CC1CCN(C(=O)Nc2cccc(NC(=O)N3CCC(C)CC3)c2)CC1	-31	12
CN(C)CCCn1c(-c2ccccc2)nc(=S)c2c1CCCC2	-11	1
O=C(Nc1ccccc1C(=O)Nc1nncs1)c1ccccc1	-11	14
CN(c1nc2c(c(=O)n(C)c(=O)n2C)n1CC(=O)c1ccccc1)C1CCCCC1	-40	12
Cc1ccc(CSc2[nH]c(=O)ncc2C)cc1	7	7
COc1ccc(C2CC(=O)C(C=NCCO)=C(O)C2)cc1OC (stereo unspecified)	-10	18
COc1ccccc1N(Cc1ccccc1)S(=O)(=O)c1cccc(C(=O)Nc2ccc(C(C)=O)cc2)c1	4	37
O=C(CSc1nnc(-c2cccnc2)n1-c1ccc(SC(F)F)cc1)N1CCCc2ccccc21	-5	42
Cc1cc(C)cc(NC(=O)CN(c2ccc(F)cc2)S(C)(=O)=O)c1	-18	-1
Cc1ccc(NC(=O)C(=O)NCC2CCCN2S(=O)(=O)c2cccs2)cc1C (stereo unspecified)	-13	9
CN(C)S(=O)(=O)c1cccc(NC(=S)NCCCn2ccnc2)c1	-9	10
CC1CCCCC1NC(=S)NC(=O)c1ccccc1Cl (stereo unspecified)	-3	11
COc1cccc2c(=O)cn[nH]c12	-8	21
CC(=O)Nc1ccc(S(=O)(=O)Nc2ccc(S(=O)(=O)N3CCCC3)cc2)cc1	-12	1
O=S(=O)(NCCc1c[nH]c2ccccc12)c1ccccc1	-27	25
Continuation.
SMILES	OX1R antag-1	OX1R antag-2
CCn1c(COc2ccccc2C)nnc1SCC(=O)NC1CCCC1	-10	6
CCn1cc(/C=C(\NC(=O)c2ccccc2F)C(=O)NCCCn2ccnc2)c2ccccc21	-19	12
O=C(O)c1ccccc1NS(=O)(=O)c1cccc(NS(=O)(=O)c2cc(Br)ccc2Br)c1	2	12
CCN(C[C@H]1N[C@@](CC)(C(=O)OC)[C@H]2C(=O)N(Cc3ccccc3)C(=O)[C@@H]12)S(=O)(=O)c1ccc(-c2ccccc2)cc1	-30	3
O=C(N1CCN(c2ccccc2F)CC1)C1(c2cccs2)CCOCC1	-13	11
COc1ccccc1CNC(=O)COC(=O)c1cc(C)nc2ccccc12	5	26
CC1=CC(C)C2C(=O)N(O)C(=O)C2C1 (stereo unspecified)	-11	24
CCN(CC(=O)NC(=O)NC1CCCCC1)Cc1ccccc1	-20	19
Cc1cc(C)cc(NC(=S)/C(=C(\[O-])c2ccc(Cl)cc2Cl)[n+]2ccc(C(C)(C)C)cc2)c1	-28	10
COc1cc(F)ccc1S(=O)(=O)N1CCN(c2ccccc2)CC1	-9	16
CCCCOc1ccc(/C(N)=N/O)cc1	-15	5
CC(C)C(c1nnnn1Cc1ccc2c(c1)OCO2)N1CCN(C)CC1 (stereo unspecified)	-13	23
CSc1ccccc1NC(=O)CN(C)CC(=O)Nc1ccc(Cl)cc1[N+](=O)[O-]	-35	32
COc1ccnc(CN(C)C(=O)C2CCC(=O)N(Cc3cccc(C(F)(F)F)c3)C2)c1 (stereo unspecified)	-25	26
Cc1cc(C)nc(SCCC(=O)Nc2ccccc2Cl)n1	-9	17
O=C(Cn1cnc2ccccc2c1=O)Nc1ccc2c(c1)CCC2	-17	5
Cc1nnc(NN)n(N)c1=O	-15	15
COc1cccc(NC(=O)Cc2ccccc2)c1	-18	16
CC(C)CCNc1ncnc2c1nnn2Cc1ccccc1	0	23
O=C(/C=C\Nc1ccccn1)c1ccccc1	-17	23
O=C(c1ccccc1NS(=O)(=O)c1ccccc1[N+](=O)[O-])N1CCOCC1	-10	14
COc1ccc(-c2ccc(-c3noc(-c4cccc(OC)c4)n3)c(OC)n2)cc1	-10	20
Nc1nc(=S)n(-c2ccccc2)[nH]1	-10	22
O=C(O)CCc1cccnc1	-4	-5
CCOc1ccccc1NC(=S)N1CCC(NC(=O)c2ccco2)CC1	-6	-3

15 compounds out of the list, sorted by count of non-hydrogen atoms, descending.
SMILES	OX1R antag-1	OX1R antag-2
CCN(C[C@H]1N[C@@](CC)(C(=O)OC)[C@H]2C(=O)N(Cc3ccccc3)C(=O)[C@@H]12)S(=O)(=O)c1ccc(-c2ccccc2)cc1	-30	3
CCn1cc(/C=C(\NC(=O)c2ccccc2F)C(=O)NCCCn2ccnc2)c2ccccc21	-19	12
O=C(O)c1ccccc1NS(=O)(=O)c1cccc(NS(=O)(=O)c2cc(Br)ccc2Br)c1	2	12
COc1ccc(-c2ccc(-c3noc(-c4cccc(OC)c4)n3)c(OC)n2)cc1	-10	20
COc1ccccc1CNC(=O)COC(=O)c1cc(C)nc2ccccc12	5	26
CCOc1ccccc1NC(=S)N1CCC(NC(=O)c2ccco2)CC1	-6	-3
O=C(Cn1cnc2ccccc2c1=O)Nc1ccc2c(c1)CCC2	-17	5
CCN(CC(=O)NC(=O)NC1CCCCC1)Cc1ccccc1	-20	19
Cc1cc(C)nc(SCCC(=O)Nc2ccccc2Cl)n1	-9	17
COc1cccc(NC(=O)Cc2ccccc2)c1	-18	16
O=C(/C=C\Nc1ccccn1)c1ccccc1	-17	23
CCCCOc1ccc(/C(N)=N/O)cc1	-15	5
CC1=CC(C)C2C(=O)N(O)C(=O)C2C1 (stereo unspecified)	-11	24
Nc1nc(=S)n(-c2ccccc2)[nH]1	-10	22
O=C(O)CCc1cccnc1	-4	-5

(list continues)
SMILES	OX1R antag-1	OX1R antag-2
Cc1ccnc(NS(=O)(=O)c2ccc(NC(=O)C3CCCNC3=O)cc2)n1 (stereo unspecified)	-11	3
CCOc1ccccc1CNC(=O)CCCc1cn(C)c2ccccc12	-25	23
O=C(NCc1cccnc1)Nc1ccccc1F	-11	9
Cc1ccccc1Cn1c(NC2CCCC2)nc2c1c(=O)[nH]c(=O)n2C	-31	27
CC(C)(C)c1ccc(OCC(=O)NNC(=O)Nc2ccccc2)cc1	-20	-5
O=C(NCCN1CCOCC1)/C(=C/c1ccco1)NC(=O)c1ccccc1	-12	21
COC(=O)c1ccc(/C=N/Nc2nc3ccccc3[nH]2)cc1	-29	18
COc1ccc(N2CCN(C(=S)Nc3ccc(S(N)(=O)=O)cc3)CC2)cc1	-6	22
CCOc1ccc(NC(=O)NNC(=O)C(C)Oc2ccccc2OC)cc1 (stereo unspecified)	-20	25
CCCc1nnc(NC(=O)CCC(=O)N2CCN(Cc3cc(Cl)ccc3OC)CC2)s1	-32	19
Cc1ccc(C(C#N)c2ccc3c(C(F)(F)F)cc(C(F)(F)F)nc3n2)cc1 (stereo unspecified)	-40	10
CCOc1cc(NC(=S)Nc2ccccc2OC)c(OCC)cc1NC(=O)c1ccccc1C	-41	20
CCOc1ccc2nc(Cl)c(C3CC(c4ccccc4)=NN3C(=O)c3ccco3)cc2c1 (stereo unspecified)	-5	4
COc1ccc(C(C(=O)NC2CCCCC2)N(Cc2ccco2)C(=O)c2ccccn2)c(OC)c1 (stereo unspecified)	-38	25
CCn1c(SCC(=O)NC(=O)NCc2ccco2)nc2sc(C)c(C)c2c1=O	-31	9
Cc1ccc(NC(=O)Cc2cn3ccsc3n2)nc1	-15	4
Cc1cccc(CCNS(=O)(=O)c2cnc[nH]2)c1	-8	19
Cc1ccc2cccc(Oc3cnccn3)c2n1	-12	14
COc1ccc(CN(C)Cc2nc3cc(OC)c(OC)cc3c(=O)[nH]2)c(OC)c1	-14	24
Cc1cccc(N(C)S(=O)(=O)c2nnc(NC(=O)c3ccco3)s2)c1	-39	31
O=C(Nc1ccccc1C(=O)NCc1cccnc1)c1ccccc1Cl	-2	8
O=C(NCCc1ccccc1)C1CCN(C(=O)c2ccc(F)cc2)CC1	-9	-5
CC(C)(C)SCCNC(=O)CN(c1ccccc1)S(=O)(=O)c1ccccc1	-26	31
COc1ccc(CCNC(=O)CCSc2nc(-c3ccco3)cc(C(F)(F)F)n2)cc1OC	-22	52
NC(=O)c1ccc(-n2nnnc2Oc2ccc(Br)cc2)cc1	-16	11
(listing goes on)
SMILES	OX1R antag-1	OX1R antag-2
C[C@@H](O)C1NC(=O)[C@H](CCCCN)NC(=O)c2cc([N+](=O)[O-])cc(F)c2NCCCC[C@@H](C(N)=O)NC1=O (stereo partly specified)	-8	24
Cc1c(NC(=O)c2ccc(S(=O)(=O)N(C)C)cc2)cccc1-n1cnnn1	4	-3
CCOC(=O)N1CCN(C(=O)c2cn(C)c3ccc(S(=O)(=O)N(CC)CC)cc3c2=O)CC1	11	5
O=C(O)CCC/C=C\C[C@@H]1[C@@H](/C=C/[C@@H](O)COc2cccc(Cl)c2)[C@H](O)C[C@@H]1O	-1	8
NC(=S)Nc1ccc2c(c1)OCO2	0	21
CCOC(=O)C1CCN(C(=O)COC(=O)c2nc3nc(C)cc(C)n3n2)CC1	-12	7
CCc1ccc(NC(=O)Nn2cnnc2)cc1	-9	8
CCc1ccccc1NS(=O)(=O)c1c(C(=O)N2CCCCCC2)c(C)n(C)c1C	-26	44
CC1CCC(NC(=O)CN(C)S(=O)(=O)c2ccc3c(c2)CCC(=O)N3)CC1 (stereo unspecified)	-7	4
Cc1ccccc1-c1nc(CS(=O)(=O)CC(=O)NCc2ccco2)c(C)o1	17	22
O=C(CN(c1ccc(F)cc1)S(=O)(=O)c1ccccc1)NC1CC2CCC1C2 (stereo unspecified)	-23	36
C=CCNC(=O)c1ccccc1NC(=O)COc1ccc(OC)cc1	-13	23
O=C(COC(=O)CNC(=O)c1ccc(Cl)c([N+](=O)[O-])c1)NC(=O)CN1CCCC1=O	-15	17
CSc1nc(N)nc2c1ncn2CC(=O)NCCCc1ccccc1	1	3
Cc1ccc(CNC(=O)COC(=O)C2CCN(S(=O)(=O)c3cccs3)CC2)cc1	-23	12
O=C(c1ccc2c(c1)CCN2S(=O)(=O)c1ccccc1)N1CCN(c2ccc(F)cc2)CC1	-15	9
C=CCc1ccc(OCC(O)CN2CCCCC2)c(OC)c1 (stereo unspecified)	-24	6
N#Cc1ccc(CSc2nnc(-c3cccnc3)n2-c2ccccc2)cc1	-15	26
CCCCCCNC(=O)CSc1nccn1Cc1ccccc1	-35	18
COCCCn1c(SCC(=O)Nc2oc(C)c3c(C)n[nH]c(=O)c23)nc2ccccc2c1=O	-35	41
CC(=O)N1CCN(c2ccccc2NC(=O)COc2ccccc2C)CC1	-25	8
